OX1R antagonist – blocks the human orexin 1 receptor; 330,000 tested, 0.43% active; AID 434989; inhibition, % at 5 µM; CHO/OX1R cells, Fluo-8 calcium fluorescence, orexin A;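 active = inhibition above its plate's threshold, mean inhibition of all tested compounds on the plate plus 3 SD, cut at about 37% in these data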;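 also: 0% = orexin A challenge wells and 100% = SB-334867-A antagonist wells; not every result past the cut was called active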
CHT allo act – allosteric activators of human choline transporter CHT. AID 488977. 310,000 tested, 0.49% active. B-score at 10 µM. Q9GZV3. CHT-expressing cells, membrane potential dye, choline EC20; stronger effect = higher value; LV-AA mutant CHT in HEK293 cells;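 active = initial fluorescence not abnormally high and integrated response B-score, plate-corrected, over 3 SD above library mean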
Target sequence (Q9GZV3 whole entry, looked up): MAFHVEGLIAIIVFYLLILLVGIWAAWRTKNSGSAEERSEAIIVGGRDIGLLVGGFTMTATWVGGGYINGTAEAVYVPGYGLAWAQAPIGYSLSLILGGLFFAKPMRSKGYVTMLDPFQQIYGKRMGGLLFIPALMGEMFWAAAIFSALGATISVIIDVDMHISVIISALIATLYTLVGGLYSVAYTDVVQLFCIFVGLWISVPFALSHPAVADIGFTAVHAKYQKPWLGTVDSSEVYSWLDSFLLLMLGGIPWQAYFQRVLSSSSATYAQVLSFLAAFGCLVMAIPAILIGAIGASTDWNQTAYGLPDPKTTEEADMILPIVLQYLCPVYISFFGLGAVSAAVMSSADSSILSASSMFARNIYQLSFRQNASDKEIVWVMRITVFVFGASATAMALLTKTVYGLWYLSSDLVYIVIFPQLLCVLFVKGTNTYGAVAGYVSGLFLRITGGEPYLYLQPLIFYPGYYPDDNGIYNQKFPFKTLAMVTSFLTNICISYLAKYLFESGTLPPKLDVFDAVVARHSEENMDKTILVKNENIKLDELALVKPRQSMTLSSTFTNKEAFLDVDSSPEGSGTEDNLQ
An asterisk follows results filed as active; i = inactive; x = not tested or not shown. An unsorted share of the library; overall some 0.8% were active at least once.

A first look:
SMILES	OX1R antagonist	CHT allo act
COc1ccc(CCNC(=O)CN(c2cccc([N+](=O)[O-])c2)S(C)(=O)=O)cc1	-20	i
CC(Oc1ccccc1)C(=O)OCC(=O)N1CC(=O)Nc2ccccc21 (configuration not stated)	-8	i
O=C(CSc1nnc(SCc2ccc(Cl)cc2)s1)N/N=C/c1ccc(C(=O)O)cc1	-10	i
O=C(NCc1ccccn1)C12CC3CC(CC(C3)C1)C2	-3	i
Cc1cc(C)c(/C=N/n2c(C)cc(C)c(C#N)c2=O)c(C)c1	-21	i
CCOc1ccc(S(=O)(=O)N2CCN(c3ncccn3)CC2)cc1	-29	i
CC(C)(C)CNc1cc(N2CCCC2)ccc1[N+](=O)[O-]	-14	i

The whole of this part, previewed entries included:
SMILES	OX1R antagonist	CHT allo act
COc1ccc(CCNC(=O)CN(c2cccc([N+](=O)[O-])c2)S(C)(=O)=O)cc1	-20	i
CC(Oc1ccccc1)C(=O)OCC(=O)N1CC(=O)Nc2ccccc21 (configuration not stated)	-8	i
O=C(CSc1nnc(SCc2ccc(Cl)cc2)s1)N/N=C/c1ccc(C(=O)O)cc1	-10	i
O=C(NCc1ccccn1)C12CC3CC(CC(C3)C1)C2	-3	i
Cc1cc(C)c(/C=N/n2c(C)cc(C)c(C#N)c2=O)c(C)c1	-21	i
CCOc1ccc(S(=O)(=O)N2CCN(c3ncccn3)CC2)cc1	-29	i
CC(C)(C)CNc1cc(N2CCCC2)ccc1[N+](=O)[O-]	-14	i
OC1(c2ccc(F)cc2)CN(c2ccccc2)C2=[N+]1CCS2 (configuration not stated)	-12	i
O=S(=O)(Nc1nccs1)c1ccc(NS(=O)(=O)c2c(F)cc(F)c(Cl)c2F)cc1	-8	x
O=C(Nc1cccc2nsnc12)c1cccnc1	-9	i
CCOC(=O)C1=C(C)N(C)C(C)=C(C(=O)OCC)C1c1ccc(C(=O)OC)cc1	-41	i
O=C(CCNC(=O)C1CCN(S(=O)(=O)c2ccc(F)cc2)CC1)NC1CC1	-17	i
CCN(CC)CCn1c2c(c(SCC(=O)Nc3ccccc3Cl)nc1=O)CCCC2	-32	i
Cc1ccc(C(=O)CSc2nn3c(=O)c(C(C)(C)C)nnc3s2)cc1	-29	i
CCn1cnc2c(Nc3cccc(Cl)c3)nc(C#N)nc21	-6	x
COc1ccc(-n2nc(C(=O)NCC(=O)NCCCN3CCOCC3)c3ccccc3c2=O)cc1Cl	-12	i
CCC1(C)NC(=O)N(CC(=O)N2CCC(Cc3ccccc3)CC2)C1=O (configuration not stated)	-24	x
CSc1ccc(CN2CCN(C(=O)c3ccncc3)CC2)cc1	-8	i
Cc1nc2ccc(Nc3ccncc3)cc2s1	-3	i
O=C(COC(=O)Cc1cn2ccsc2n1)NC12CC3CC(CC(C3)C1)C2	4	i

An excerpt of these results, with bars between the fields:
canonical_smiles | OX1R antagonist | CHT allo act
Cc1ccc(C(=O)CSc2nn3c(=O)c(C(C)(C)C)nnc3s2)cc1 | -29 | i
CCn1cnc2c(Nc3cccc(Cl)c3)nc(C#N)nc21 | -6 | x
COc1ccc(-n2nc(C(=O)NCC(=O)NCCCN3CCOCC3)c3ccccc3c2=O)cc1Cl | -12 | i
CCC1(C)NC(=O)N(CC(=O)N2CCC(Cc3ccccc3)CC2)C1=O (configuration not stated) | -24 | x
CSc1ccc(CN2CCN(C(=O)c3ccncc3)CC2)cc1 | -8 | i
Cc1nc2ccc(Nc3ccncc3)cc2s1 | -3 | i
O=C(COC(=O)Cc1cn2ccsc2n1)NC12CC3CC(CC(C3)C1)C2 | 4 | i

Entries listed so far that contain a tert-butyl group (2):
SMILES	OX1R antagonist	CHT allo act
CC(C)(C)CNc1cc(N2CCCC2)ccc1[N+](=O)[O-]	-14	i
Cc1ccc(C(=O)CSc2nn3c(=O)c(C(C)(C)C)nnc3s2)cc1	-29	i

Additional results
SMILES	OX1R antagonist	CHT allo act
O=C(N/N=C/c1cccc2ccccc12)c1cccs1	x	i
CCn1ncc(/C=C/C(=O)c2ccccc2)c1C	-11	i
O=C(NCCc1ccccc1)Nc1ccc(Cl)cc1	-20	i
O=C1C(C=NCCN2CCOCC2)=C(O)c2ccccc21	-1	i
Cc1c(CNC2CCCC2)c(C(=O)O)c(C)n1Cc1ccccc1	-24	i
COCCCNS(=O)(=O)c1ccc2[nH]c(=O)[nH]c2c1	-3	i
Fc1ccc(OCc2nc(-c3ccc(Br)o3)no2)c(F)c1	-24	i
CCSc1nc2ccccc2n1Cc1nc(N)nc(N(C)C)n1	-28	i
CNS(=O)(=O)c1ccc(C(=O)NCC(=O)NCCc2ccc3c(c2)OCCO3)cc1	0	x
COc1ccccc1N1CCN(C(=O)Cn2c(=O)[nH]c3ccsc3c2=O)CC1	-16	i
COc1ccc(NC(=O)Nc2nnc(-c3ccncc3)s2)cc1	-12	i
NC(=O)c1cc(S(=O)(=O)NCCc2ccc(S(N)(=O)=O)cc2)cs1	3	i
CC1(C)CCc2cc(-c3ccnc(=S)[nH]3)ccc2O1	-15	i
Cc1ccc(C(=O)Nc2ccccc2N2CCCCC2)cc1	-19	i
O=C(COC(=O)c1ccc(Cl)c(S(=O)(=O)N2CCN(c3ccc(F)cc3)CC2)c1)Nc1cccc(Cl)c1	0	i
CCOC(=O)C(C(=O)Nc1ccccc1C)C1CCCCC1 (configuration not stated)	-10	i
Cc1ccc(C(=O)OCc2c(C)noc2C)cc1NC(=O)c1ccco1	-25	i
COc1ccccc1OCC(=O)NCCS(=O)(=O)N1CCN(c2ccc(F)cc2)CC1	-26	i
CSc1nc(N(C)C)nc(N(C#N)CCOC(C)=O)n1	-29	i
O=C(Oc1ccc(/C=N/O)cc1)c1ccccc1Cl	-5	i
O=C(CN1CCN(c2ccccn2)CC1)NCCc1ccccc1	-21	i
COc1ccc(Cl)cc1NC(=O)C1CCCO1 (configuration not stated)	-12	i
N/C(=N\OC(=O)c1cc([N+](=O)[O-])ccc1Cl)c1ccccn1	-7	i
Cc1ccc(C)n1-c1ccc(-n2cnnn2)cc1	-2	i
CN1CCN(c2ncnc3scc(-c4ccccc4Cl)c23)CC1	-31	i
CC(=O)C1=C(C)NC(SCC(N)=O)=C(C#N)C1C (configuration not stated)	-26	i
CCc1nnc(NC(=O)c2ccc(S(=O)(=O)N3CCOCC3)cc2)s1	-5	i
CN(C(=O)COC(=O)c1cccc(S(=O)(=O)N2CCCCC2)c1)C1CCS(=O)(=O)C1 (configuration not stated)	-2	i
COCCN(C(=O)CSc1nnc2cc(C)c3ccccc3n12)c1c(N)n(Cc2ccccc2)c(=O)[nH]c1=O	-3	i
COc1ccc(C(CNC(=O)c2ccc(NS(=O)(=O)c3cccc([N+](=O)[O-])c3)cc2)N2CCOCC2)cc1 (configuration not stated)	-10	i
CN(C)C(=O)C(=O)c1c(-c2ccccc2)cc2ccccn12	-10	i
COc1ccc(NC(=O)CC2C(=O)N(c3ccccc3)C(=O)N2Cc2ccco2)cc1 (configuration not stated)	-10	i
O=C(NC1CCCCCC1)c1c(F)c(F)c(F)c(F)c1F	-18	i
O=C(OCc1c(Cl)cccc1Cl)c1cccnc1Cl	3	i
COc1cc(/C=C/C(=O)O)cc(S(=O)(=O)NC2CCCC2)c1OC	-14	i
COc1ccc(NC(=O)N(C2CCCCC2)C(C)c2ccco2)c(OC)c1 (configuration not stated)	-9	i
CCOc1ccc(NC(C)=O)cc1N	-4	x
COc1ccc(NC(=O)Cc2ccc(Cl)cc2)cc1NC(=O)c1ccco1	-27	i
CC(=O)c1cc2c(cc1NC(=O)CN1CCN(c3ccc(F)cc3)CC1)OCO2	-29	i
Cn1cc(S(=O)(=O)c2ccccc2)c(=O)c2cc(Cl)ccc21	2	i
CCCC(=O)N1CCN(c2ccc(NC(=O)c3cccs3)cc2Cl)CC1	-33	i
Cc1cnc(NC(=O)CN2CCN(c3ccccc3F)CC2)s1	-8	i
COc1cccc(CNC(=O)CCNC(=O)c2ccccc2OC)c1	-10	i
O=C1[C@H]2[C@H](ON3CCCC[C@H]23)C(=O)N1c1ccc(Cl)cc1	-13	i
Cc1ccc(-c2nnn(CC(=O)N(c3ccc(F)cc3)C(C(=O)NC(C)(C)C)c3ccco3)n2)o1 (configuration not stated)	-14	i
CC(=O)NN1CCc2cc3ccc(C)cc3nc21	-6	i
COc1ccc(/C(O)=C2/C(=O)C(=O)N(CCCN3CCOCC3)C2c2ccc(C)cc2)cc1 (configuration not stated)	x	i
COC(=O)c1ccc(C)c(NC(=S)NCc2ccc(Cl)cc2)c1	-6	i
COc1ccc(N2CCC(CNC(=S)Nc3cccc(OC)c3)C2)cc1 (configuration not stated)	-15	i
Cc1cc(C)c(-n2c(C)cc(/C=C3/NC(=O)NC3=O)c2C)c(C)c1	-23	i
CC(C)(C)OC(=O)N1CCCC(C(=O)Nc2ccc(C(=O)N3CCCCC3)cc2)C1 (configuration not stated)	-33	x
COC(=O)c1cn(NC(=O)c2cc([N+](=O)[O-])ccc2F)c(=O)c2ccccc12	-31	i
CCOC(=O)CC1CCCCN1C(=O)CCCn1nnnc1CN1CCOCC1 (configuration not stated)	-9	i
COC(=O)c1cc(Br)ccc1N(Cc1cc(OC)cc(OC)c1)S(C)(=O)=O	14	x
CCNC(=O)N(CC)C[C@H]1N[C@@](Cc2ccccc2)(C(=O)OC)[C@H]2C(=O)N(Cc3ccccc3)C(=O)[C@@H]12	-13	x
CC1CCCCN1S(=O)(=O)c1ccc(C(=O)Nc2nnc(-c3ccncc3)o2)cc1 (configuration not stated)	-16	i
O=C(Cc1cccs1)Nc1ccc2c(c1)C(=O)OC2	2	i
COCC1CCCN(C(=O)c2ccc3oc(C(C)C)nc3c2)C1 (configuration not stated)	-14	i
O=C(COC(=O)Cc1ccc(Cl)cc1)Nc1c(F)cccc1F	-5	i
COCC(=O)N(C)C[C@H]1N[C@@](C)(C(=O)OC)[C@H]2C(=O)N(C)C(=O)[C@@H]12	1	x

Next section:
SMILES	OX1R antagonist	CHT allo act
CCOc1ccc(-n2c(N)c(C(=O)N3CCN(C)CC3)sc2=S)cc1	-19	i
CCOC(=O)c1ccc(NC(=O)CSc2nc3c(c(=O)n2-c2ccccc2OC)SCC3)cc1	-17	i
COCC(C)n1c(C)cc(C(=O)COC(=O)c2n[nH]c3ccccc23)c1C (configuration not stated)	-21	i
CC(C)c1ccc(S(=O)(=O)/N=C2\C=C(NS(=O)(=O)c3ccccc3)C(=O)c3ccccc32)cc1	-19	i
CCN(Cc1cc(=O)[nH]c2ccccc12)C(=O)c1ccc(C)cc1	-7	i
NC(=O)Cc1ccc(C(=O)c2ccc(Cl)cc2)s1	-26	i
Cc1ccc(SCCC(=O)Nc2ccccc2C(=O)NC2CCCCC2)cc1	-30	i
O=C(COc1cccc2ccccc12)Nc1ccc(Cl)cc1C(=O)O	-6	i
COc1cc(C(=O)N2CCN(c3cccc(C)c3C)CC2)ccc1OCC(=O)N1CCOCC1	-23	x
O=C(Nc1ccccc1Oc1cccnc1)C1CCCN(Cc2ccccc2O)C1 (configuration not stated)	-30	i
Cc1ccc(-n2c(C3CC3c3ccc(Cl)cc3)n[nH]c2=S)cc1 (configuration not stated)	-32	i
O=c1[nH]c2ccccc2nc1C(Cl)c1ccccc1 (configuration not stated)	-2	i
COc1ccc(C(=O)NC(=S)Nc2cccc(NC(=O)c3ccco3)c2)cc1[N+](=O)[O-]	-15	i
CC(C)C(c1nnnn1C1CCCC1)N1c2ccccc2CC1C (configuration not stated)	-27	i
Cc1ccc(/C(O)=C2\C(=O)C(=O)N(CCc3c[nH]c4ccccc34)C2c2cccnc2)cc1 (configuration not stated)	-14	i
CCn1nc(C)cc1C(=O)N1CCCC(N2CCN(c3cccc(Cl)c3)CC2)C1 (configuration not stated)	-17	i
Cc1cc(C)c(NC(=O)Nc2ccc3c(c2)OCO3)c(C)c1	-6	i
COc1ccc(S(=O)(=O)CCC(=O)Nc2c(C)cccc2C)cc1	-29	i

Complete entries from above. Screens in order: OX1R antagonist	CHT allo act
`Cc1ccc(SCCC(=O)Nc2ccccc2C(=O)NC2CCCCC2)cc1` across the screens: -30	i
`O=C(Nc1ccccc1Oc1cccnc1)C1CCCN(Cc2ccccc2O)C1` (configuration not stated) across the screens: -30	i
